# From PubChem BioAssay
# IL1B secr inh = qHTS for Inhibitors of Inflammasome Signaling: IL-1-beta AlphaLISA Primary Screen; AID 743279, 2014; activity change, % at 57.5 µM; actives 4.7% (n = 360,000); THP-1 LPS/ATP IL-1B secretion, AlphaLISA, 16 h; active compounds read low; in the data active = activity change below about -50%; inconclusive = mostly about -30% to -49%; also: % is scaled to controls: 0 for no effect and ±100 for the full control effect
#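 THP-1 cells pretreated 1 hr with compounds (up to 57.5 uM final), then stimulated with LPS (250 ng/mL final) plus ATP (1.25 mM final); secreted IL-1B measured by AlphaLISA after 16 hr, decreased signal indicating inhibition.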
# GLP1R ag = qHTS of GLP-1 Receptor Agonists | Glucagon-like peptide 1 receptor (Homo sapiens), P43220 | HEK293 GLP-1R CRE-luciferase, luminescence, 4-6 h; cells express a hypersensitive GLP-1R form | Potency, µM (titrated, usually from 45.6 µM), for inactives: at the top dose activation, actives largely listed as activators | actives 0.007% (n = 380,000); also: potency is read from the fitted curve at half-maximal effect; % of control where 0% means no effect
# Target sequence (P43220 whole entry, looked up): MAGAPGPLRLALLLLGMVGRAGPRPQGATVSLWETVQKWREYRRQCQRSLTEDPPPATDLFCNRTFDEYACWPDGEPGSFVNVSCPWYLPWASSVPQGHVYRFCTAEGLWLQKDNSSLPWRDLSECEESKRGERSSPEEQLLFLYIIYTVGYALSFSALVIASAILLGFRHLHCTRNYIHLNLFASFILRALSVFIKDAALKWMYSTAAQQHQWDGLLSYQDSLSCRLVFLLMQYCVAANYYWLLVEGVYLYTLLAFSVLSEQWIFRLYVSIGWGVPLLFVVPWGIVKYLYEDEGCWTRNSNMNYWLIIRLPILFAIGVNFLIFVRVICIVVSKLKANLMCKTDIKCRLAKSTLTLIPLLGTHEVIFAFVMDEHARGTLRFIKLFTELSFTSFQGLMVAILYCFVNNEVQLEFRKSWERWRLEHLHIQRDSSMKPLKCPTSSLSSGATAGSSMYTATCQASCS
# HT1080 IDH1KD tx = qHTS for induction of synthetic lethality in tumor cells producing 2HG: qHTS for the HT-1080-IDH1KD cell line | AID 686971, 2013 | HT-1080 IDH1 knockdown viability, ATP luminescence, 48 h | actives 2% (n = 360,000) | Potency, µM (series often up to 46.1 µM), for inactives: at the top dose activity, negative = toxicity, usual class: cytotoxic;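 also: potency is read from the fitted curve at half-maximal effect; 0% = DMSO wells and -100% = cell-free medium wells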
#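 After a 2 h attachment period, IDH1KD HT-1080 cells took pin-transferred compound for 48 h at 37 °C; ATP-based luminescence after 10 min room-temperature reagent incubation reported viability.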
# HT1080-NT tox = qHTS for induction of synthetic lethality in tumor cells producing 2HG: qHTS for the HT-1080-NT fibrosarcoma cell line; Potency, µM (titrated, usually from 46.1 µM), for the others: at the top dose activity, negative = less viability, most hits filed as cytotoxic; AID 686970, 2013; HT-1080-NT fibrosarcoma viability, CellTiter-Glo ATP luminescence, 48 h; actives 1.6% (n = 360,000);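 also: NT is the 2HG producing partner of a matched IDH1 knockdown line; potency is read from the fitted curve at half-maximal effect; 0% = DMSO-treated cells and -100% = media-only wells without cells; nearly all actives have a fitted effect of over 55% in size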
#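 HT-1080-NT; 750 cells/well; 5% FBS RPMI; 48 h compound, 37 degrees C; CellTiter-Glo luminescence; curve fitting and curve-class assignment.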
# DRD3 antagonist = qHTS of D3 Dopamine Receptor Antagonist: qHTS | D3R cells, DiscoveRx beta-arrestin luminescence, antagonist mode; active compounds read low | max response, negative = inhibition, % | actives 2.5% (n = 360,000) | AID 652054, 2013; in the data active = max response below about -50%; inconclusive = no clear call, values can overlap the other calls; also: % is scaled to controls: 0 for no effect and ±100 for the full control effect; mostly tested at two doses, the higher about 12 µM
# Target sequence (P35462 whole entry, looked up): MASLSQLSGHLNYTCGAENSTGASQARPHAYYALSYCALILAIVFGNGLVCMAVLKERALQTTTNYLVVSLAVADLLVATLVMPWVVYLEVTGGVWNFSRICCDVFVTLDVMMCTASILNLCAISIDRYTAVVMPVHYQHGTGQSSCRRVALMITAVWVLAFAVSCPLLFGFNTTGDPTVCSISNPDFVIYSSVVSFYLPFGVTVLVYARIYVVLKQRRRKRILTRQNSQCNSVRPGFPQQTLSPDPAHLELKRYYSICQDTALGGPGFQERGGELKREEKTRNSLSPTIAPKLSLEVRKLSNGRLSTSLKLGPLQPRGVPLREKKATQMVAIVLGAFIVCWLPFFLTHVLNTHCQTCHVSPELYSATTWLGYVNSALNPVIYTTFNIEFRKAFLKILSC
#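 Cells plated overnight at 1500 cells/well, then exposed to library compounds with dopamine controls for 90 minutes at 37 degrees C. DiscoveRx reagent added for 30–60 minutes at room temperature; luminescence read, quantitative HTS format.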
# SW480 rerep = A quantitative high throughput screen for small molecules that induce DNA re-replication in SW480 colon adenocarcinoma cells; SW480 DNA re-replication, Hoechst DNA content imaging, 48 h; actives 1.8% (n = 340,000); Potency, µM (highest dose often 46.1 µM), for inactives: top-dose re-replication activation, most hits filed as activators; AID 624297, 2012; also: potency is read from the fitted curve at half-maximal effect; % of control where 0% means no effect; nearly all actives have a fitted effect of over 55% in size
#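 250 cells/well; 23 nL cpd via pin tool; 48 hr, 37 C, 5% CO2; Hoechst 40 min; imager read of total nuclear intensity, ex 405/em 500-530 nm.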
# KB-3-1 cytotox = qHTS assay for MDR1-selective chemotherapeutics: Primary screen using the parental adenocarcinoma cell KB-3-1 | KB-3-1 viability, CellTiter-Glo ATP luminescence, 72 h | Potency, µM (top dose mostly 46.1 µM), for inactives: at the top dose activity change, negative = cytotoxic, usual class: cytotoxic | actives 1.4% (n = 400,000) | AID 1347075, 2019; also: potency is read from the fitted curve at half-maximal effect; % is scaled to controls: 0 for no effect and ±100 for the full control effect; nearly all actives have a fitted effect of over 60% in size
#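 Screening of KB-3-1 cells (DMEM, 10% FBS, phenol-red free) ran from lowest to highest compound concentration; after 72 h at 37 °C viability was read luminescently and curves fitted.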
# DRD3 agonist = qHTS of D3 Dopamine Receptor Agonist: qHTS; D(3) dopamine receptor (Homo sapiens), P35462; D3R DiscoveRx beta-arrestin cells, luminescence, 90 min; max activation, %; actives 0.58% (n = 410,000); AID 652048, 2013; in the data active = max activation above about 30%; also: 0% is about no effect; mostly tested at two doses, the higher about 12 µM
#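 Cells at 1500/well, incubated overnight, then treated with pinned compounds (dopamine as control) for 90 min at 37 degrees C. DiscoveRx reagent added for 30 - 60 minutes at room temperature; luminescence read.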
# KB-V1 cytotox = qHTS assay for MDR1-selective chemotherapeutics: Primary screen using the drug-selected MDR subline cells KB-V1. KB-V1 MDR cells viability, CellTiter-Glo, 72 h. Potency, µM (top dose mostly 46.1 µM), for the others: at the top dose activity change, negative = cytotoxicity, actives largely listed as cytotoxic. actives 3.4% (n = 400,000). AID 1347076, 2019; also: potency is read from the fitted curve at half-maximal effect; % is scaled to controls: 0 for no effect and ±100 for the full control effect; nearly all actives have a fitted effect of over 60% in size
#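 Luminescent ATP read-out (CellTiter-Glo, 10 min) measures survival of drug-selected KB-V1 MDR cells after 72 h, 37 degrees C compound exposure. Medium: phenol-red-free DMEM, 10% FBS. Values from fitted concentration-response curves.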
# * = called active by the depositor; ? = inconclusive; . = not tested or not shown; & = joins results of further samples; [ ] = dose if it differs, or a comment. Unless noted, calls follow the shape of the dose curve; as a rule, active = well fitted curve in the direction sought with a large enough effect; inconclusive = small, poorly fitted or top-dose-only effect, or another doubt; inactive = no such curve, though single readings can be large; an effect the other way counts as inactive or inconclusive.
# The line under a structure holds: IL1B secr inh, GLP1R ag, HT1080 IDH1KD tx, HT1080-NT tox, DRD3 antagonist, SW480 rerep, KB-3-1 cytotox, DRD3 agonist, KB-V1 cytotox
- COc1ccc([C@H]2C[C@H](O)[C@@H](n3cc(C4CC4)nn3)CN2CC2CCCCC2)cc1
→ -8, 6%, -3%, 5%, 4, ., -3%, 3, ?
- CCOCCc1nn2c(=O)cc(CSCC(=O)Nc3ccccc3)nc2s1
→ 22, -8%, 4%, 4%, -3, -1%, 0%, 1, -8%
- COc1ccc(NC(=S)N2CCC(NC(=O)c3ccccc3C)CC2)cc1
→ -20, 10%, 10%, 20%, 0, -14%, ?, -5, 8%
- O=C(c1ccc(Cn2ccc([N+](=O)[O-])n2)cc1)N1CCN(Cc2ccccc2)CC1
→ -19, -1%, 6%, -16%, -19, -6%, -8%, -11, ?
- COc1ccccc1C1NC(=O)NC(C)=C1C(=O)Nc1cccc(C)c1C (centres undefined)
→ 11, 1%, 2%, 0%, -7, -2%, 5%, 0, 20%
- Cc1cc2cc(CNC(=O)c3cccc([N+](=O)[O-])c3)ccc2[nH]1
→ -12, -3%, 1%, 5%, -4, -4%, -6%, -10, -11%
- CN(CC(=O)Nc1cccc(F)c1)C(=O)c1ccc(OCc2ccccc2)cc1
→ 10, 4%, -10%, -6%, 17, -8%, 0%, -1, -14%
- CC(Oc1ccccc1F)C(=O)NNC(=O)CCS(=O)(=O)c1ccccc1Cl (centres undefined)
→ 16, -7%, 1%, 6%, -6, -9%, 13%, 5, -4%
- COC(=O)C1CCN(C(=O)COC(=O)[C@@H]2CC(O)CN2S(=O)(=O)c2ccc3c(c2)OCCO3)CC1 (some centres undefined)
→ 5, 2%, 5%, 7%, 9, 0%, 15%, 4, 29%
- COc1ccc(O)c(CN2CCCC(C(=O)Nc3cccc(-n4cccn4)c3)C2)c1 (centres undefined)
→ -6, -7%, 2%, 0%, 1, 11%, ., -11, .
- C/C(=C\c1ccc2c(c1)OCO2)C1Nc2cccc3cccc(c23)N1
→ ., -3%, ., ., ., -35%[inhibitor], 23%, ., 1%
- Cc1ccc(NC(=S)NC(NC(=O)c2ccco2)C(Cl)(Cl)Cl)cc1 (centres undefined)
→ -3, -10%, ?, ?, 1, 9%, -1%, 3, -16%
- CCc1nn(CC(=O)NC(C)CCc2ccccc2)c(=O)c2cc3cc(F)ccc3n12 (centres undefined)
→ -6, -3%, 14%, -3%, -21, 2%, -9%&5%, -3&-3, 7%&-14%
- Cc1cc(NC(=O)C(C)Oc2ccc(Cl)cc2Cl)no1 (centres undefined)
→ -2, 14%, 3%, 8%, -10, -5%, 14%, -2, 1%
- CCCCNC(=O)c1nc(C2CCN(S(=O)(=O)c3c(F)cccc3F)CC2)oc1-c1ccccc1
→ 23, 0%, -5%, -8%, ?, ., 0%, -2, 21%

# The closing 7 records of the section before lead into the next:
# The line under a structure holds: IL1B secr inh, GLP1R ag, HT1080 IDH1KD tx, HT1080-NT tox, DRD3 antagonist, SW480 rerep, KB-3-1 cytotox, DRD3 agonist, KB-V1 cytotox
- COC(=O)C1CCN(C(=O)COC(=O)[C@@H]2CC(O)CN2S(=O)(=O)c2ccc3c(c2)OCCO3)CC1 (some centres undefined)
→ 5, 2%, 5%, 7%, 9, 0%, 15%, 4, 29%
- COc1ccc(O)c(CN2CCCC(C(=O)Nc3cccc(-n4cccn4)c3)C2)c1 (centres undefined)
→ -6, -7%, 2%, 0%, 1, 11%, ., -11, .
- C/C(=C\c1ccc2c(c1)OCO2)C1Nc2cccc3cccc(c23)N1
→ ., -3%, ., ., ., -35%[inhibitor], 23%, ., 1%
- Cc1ccc(NC(=S)NC(NC(=O)c2ccco2)C(Cl)(Cl)Cl)cc1 (centres undefined)
→ -3, -10%, ?, ?, 1, 9%, -1%, 3, -16%
- CCc1nn(CC(=O)NC(C)CCc2ccccc2)c(=O)c2cc3cc(F)ccc3n12 (centres undefined)
→ -6, -3%, 14%, -3%, -21, 2%, -9%&5%, -3&-3, 7%&-14%
- Cc1cc(NC(=O)C(C)Oc2ccc(Cl)cc2Cl)no1 (centres undefined)
→ -2, 14%, 3%, 8%, -10, -5%, 14%, -2, 1%
- CCCCNC(=O)c1nc(C2CCN(S(=O)(=O)c3c(F)cccc3F)CC2)oc1-c1ccccc1
→ 23, 0%, -5%, -8%, ?, ., 0%, -2, 21%
- CCN(CC(=O)Nc1ccc([N+](=O)[O-])cc1OC)c1ccccc1
→ ?, 4%, 0%[9.24 µM], -30%, -68*, -1%, 4%, -2, ?
- COCC(=O)N1CCC(Oc2ccc(C(=O)NCc3csc(C(C)C)n3)cc2)CC1
→ 44, -2%, 16%, 3%, 12, 1%, 0%, -5, -5%
- Cc1ccc(Cn2c(SCc3cccnc3)nc3c2c(=O)n(C)c(=O)n3C)cc1
→ 7, -1%, 1%[9.24 µM], 2%, 2, -6%, -12%, 2, -20%
- O=C(c1ccc(F)cc1)C1CCN(C(=S)Nc2ccccc2Cl)CC1
→ 0, 4%, -1%, ?, -2, 8%, -20%, -8, 3%
- NS(=O)(=O)c1ccc(CCNC(=O)COC(=O)C2CCC2)cc1
→ 32, -5%, 13%, 5%, 10, -5%, -3%, 10, 21%
- COc1ccc(N2C(=O)/C(=C/N(C)C)NC2=S)cc1
→ 2, 0%, 19%, -2%, 9, -11%, 2%, 3, 19%
- Cc1ccc2nc(Nc3ccc(C)c(Cl)c3)c3nncn3c2c1
→ 28, 1%, 14%, 10%, 3, -39%, 8%, -11, -7%
- CCCCCC1CCC(c2nnc(SCC(C)=O)o2)CC1 (centres undefined)
→ 0, -1%, -1%, 0%, -12, 2%, 7%, 0, -2%
- COc1ccc(S(=O)(=O)Nc2ccccc2C(=O)NCc2cccnc2)cc1OC
→ 19, 8%, 7%, 9%, 8, -14%, 24%, 4, 4%
- COc1ccc(CCNC(=O)c2cc(-c3cc(C)c(C)cc3O)n[nH]2)cc1OC
→ 12, 1%, 1%, 0%, -4, 0%, 15%, -3, 10%
- CC(C)(C)c1ccc(OCC(=O)NCc2ccco2)c(Br)c1
→ -27, 17%, ?, ?, -20, 3%, -6%, 3, ?
- CCCn1nnc(NC(=O)COc2cc(C)ccc2C(C)C)n1
→ 10, 2%, 17%, -4%, 4, -4%, 5%, 14, ?
- CC(C(=O)N1CCc2ccccc21)N1CCN(S(=O)(=O)c2cccs2)CC1 (centres undefined)
→ -3, 7%, -10%, -12%, -23, -2%, 8%, -14, 4%
- OC1CCN(c2c3c(nc4cc(-c5cccc(F)c5)nn24)CCCC3)CC1
→ -100*, 22%, -3%, 0%, 14, 4%, 7%, 11, 2%
- CN1CCN(CC(O)COCc2ccc3c(c2)OCO3)CC1 (centres undefined)
→ 0, 6%, 0%, -1%, -26, ?, 6%, 0, -2%

# Next part
# Keys – A = IL1B secr inh; B = GLP1R ag; C = HT1080 IDH1KD tx; D = HT1080-NT tox; E = DRD3 antagonist; F = SW480 rerep; G = KB-3-1 cytotox; H = DRD3 agonist; I = KB-V1 cytotox
CCOC(=O)c1cnc(SCC(=O)N2CCc3ccccc32)nc1N
  A: 0	B: -3%	C: 16%	D: 5%	E: 4	F: -2%	G: -5%	H: -2	I: 13%
COc1cc2c(cc1OC)C(c1cc3cc4c(cc3[nH]c1=O)OCO4)N(C(=O)C1CC1)CC2 (centres undefined)
  A: -7	B: 3%	C: 1%	D: 6%	E: 8	F: -7%	G: 3%	H: 13	I: -1%
COc1cc2c(cc1OC)CN(C(=O)c1ccc(OC)c(S(=O)(=O)N3CCCC3)c1)CC2
  A: -8	B: ?	C: -16%	D: -6%	E: 5	F: ?	G: 0%	H: -18	I: ?
Cc1ccc(C(=O)N/C(=C/C=C/c2ccccc2)C(=O)NCc2ccco2)cc1
  A: -9	B: -13%	C: -15%	D: 1%	E: -23	F: 0%	G: ?	H: 4	I: 0%
Cc1cc(Cl)ccc1Oc1nc(-c2ccccc2)ncc1S(C)(=O)=O
  A: 11	B: -18%	C: 3%	D: -2%	E: -19	F: -2%	G: 12%	H: 1	I: 0%
Brc1ccccc1-c1nnc(-c2cccnc2)o1
  A: 3	B: 3%	C: 18%	D: 4%	E: 22	F: .	G: -3%	H: -7	I: ?
COC(=O)C(Cc1ccc(O)cc1)N1Cc2ccccc2C1=O (centres undefined)
  A: 16	B: 13%	C: 9%	D: 0%	E: -11	F: 0%	G: -2%	H: 7	I: 27%
O=C(NCCc1ccc(Cl)cc1)c1cc2ccccn2n1
  A: -4	B: 16%	C: 1%	D: -22%	E: 15	F: -40%[inhibitor]	G: -7%	H: 5	I: ?
Cc1nc(N)ncc1C(=O)Nc1ccccc1
  A: -7	B: -2%	C: 3%	D: 0%	E: 16	F: -6%	G: 5%	H: -6	I: ?
CC1=CC=CC2=NC(=O)CC(C)(C(=O)O)N12 (centres undefined)
  A: 7	B: -2%	C: 4%	D: 6%	E: 3	F: -4%	G: 4%	H: 3	I: 6%
Cc1c(NC(=O)c2nn(CC(C)C)c(=O)c3ccccc23)c(=O)n(-c2ccccc2)n1C
  A: 11	B: -2%	C: 11%	D: 1%	E: 17	F: 2%	G: -9%	H: -2	I: -6%
CC(C)Cn1c(SCC(=O)O)nnc1-c1cccc(S(=O)(=O)N2CCOCC2)c1
  A: 0	B: -4%	C: -1%	D: 0%	E: -6	F: -7%	G: -1%	H: -3	I: ?
CNC(=O)c1c(NC(=O)c2ccc(S(=O)(=O)N3CCCCC3C)cc2)sc2c1CCC2 (centres undefined)
  A: .	B: 4%	C: .	D: .	E: .	F: .	G: -1%	H: -11	I: -13%
